# Bioassay records (PubChem)
# Ecoli viability – reduces bacterial viability in AddAB counter-screen; E. coli V3065 growth, OD600 absorbance, 18 h; inhibition, % at 11.9 µM; 330,000 compounds, 0.27% hits;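 active means inhibition above the campaign's mean inhibition across all tested compounds plus 3 SD, cut at about 9.9% in these data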;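 further: uninfected addAB+ strain grown without phage in ampicillin broth; 0% = DMSO wells and 100% = ciprofloxacin 0.95 µg/ml wells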
# HTR5A inv ag – inverse agonist of human HTR5A in OPRM1-OPRD1 counter-screen; P47898; HTR5A cell line, luminescence, inverse agonism; inhibition, % at 9.3 µM; 340,000 compounds, 0.083% hits; AID 504634; in the data active means inhibition mostly above about 23%, no sharp cut-off; inactive means mostly below about 18%;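 further: 0% = cells with DMSO and 100% = no-cell wells with DMSO; some compounds called inactive have numbers as strong as hits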
# AddAB inh – less growth of phage-infected E. coli with AddAB; inhibition, % at 11.9 µM; E. coli expressing H. pylori AddAB, absorbance growth; AID 435030; 330,000 compounds, 0.29% hits; in the data active means inhibition above about 12%;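 further: 0% = vehicle wells of infected cells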
# Mot1-301 SUMO – inhibitors of SUMOylation pathway: yeast Mot1-301 growth rescue; S. cerevisiae Mot1-301 growth rescue, ATP luminescence, 38.5C; percent above DMSO median, 100 means doubled; growth rescue, % at 18.8 µM; 320,000 compounds, 1% hits; AID 2716;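 active means every valid replicate shows activation above 250% relative to neutral control wells; inactive means the rest, any valid replicate at or below 250%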;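 further: OY570 slx delta 5 strain wells were the positive control but not used for scaling; some compounds called inactive have numbers as strong as hits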
# OPRM1-OPRD1 ag – OPRM1-OPRD1 heterodimerization agonism; P35372+P41143; cells, luminescence; activation, % at 9.3 µM; 340,000 compounds, 0.3% hits; in the data active means activation above about 18%;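 further: 0% = vehicle-treated cells and 100% = reference agonist; values of inactives mirror those of a sister screen read the other way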
# Target sequence (P35372 whole entry, looked up): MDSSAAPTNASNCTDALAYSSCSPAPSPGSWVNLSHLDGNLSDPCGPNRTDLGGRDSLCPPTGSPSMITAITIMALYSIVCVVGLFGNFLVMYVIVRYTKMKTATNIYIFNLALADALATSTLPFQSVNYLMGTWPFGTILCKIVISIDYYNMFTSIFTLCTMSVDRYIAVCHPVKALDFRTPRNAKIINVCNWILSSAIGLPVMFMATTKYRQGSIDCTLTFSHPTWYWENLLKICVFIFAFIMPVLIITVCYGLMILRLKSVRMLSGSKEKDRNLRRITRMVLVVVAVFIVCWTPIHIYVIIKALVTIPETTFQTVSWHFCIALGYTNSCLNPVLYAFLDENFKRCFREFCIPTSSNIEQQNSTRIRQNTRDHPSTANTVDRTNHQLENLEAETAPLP
# Target sequence (P41143 whole entry, looked up): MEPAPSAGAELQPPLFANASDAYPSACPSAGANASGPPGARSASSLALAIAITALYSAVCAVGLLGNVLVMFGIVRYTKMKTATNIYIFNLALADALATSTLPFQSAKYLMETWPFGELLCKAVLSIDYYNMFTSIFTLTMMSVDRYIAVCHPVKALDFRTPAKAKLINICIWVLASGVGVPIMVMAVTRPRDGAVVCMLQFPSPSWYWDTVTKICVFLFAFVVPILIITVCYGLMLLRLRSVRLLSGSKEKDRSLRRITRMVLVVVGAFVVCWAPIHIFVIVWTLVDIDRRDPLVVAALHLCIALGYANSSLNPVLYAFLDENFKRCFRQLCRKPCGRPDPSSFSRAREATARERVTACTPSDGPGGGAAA
# PfHsp90 set2 – inhibits growth of yeast expressing Plasmodium falciparum Hsp90; inhibition, % at 9.4 µM; AID 504621; S. cerevisiae expressing PfHsp90, BacTiter-Glo ATP, 48 h; yeast lacking PDR1 and PDR3 efflux regulators; 310,000 compounds, 0.32% hits;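 active means every replicate shows inhibition above about 80%, whatever the replicate mean, limit read from the data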;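 further: 0% = DMSO neutral controls and 100% = 20 µM radicicol positive controls; yeast relying on Plasmodium falciparum Hsp90 in place of its own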
# phage Ecoli inh – E. coli growth loss with phage present | 360,000 compounds, 0.26% hits | growth absorbance | AID 651602 | inhibition, % at 11.9 µM; in the data active means inhibition above about 11%
# MOR-DOR inv ag – inverse agonist of human OPRM1-OPRD1 heterodimerization. cell-based MOR-DOR heterodimer luminescence, inverse agonism. 340,000 compounds, 0.21% hits. inhibition, % at 9.3 µM. P35372+P41143; in the data active means inhibition above about 22%, passing the limit was not always enough;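 further: 0% = cells with DMSO and 100% = wells without cells with DMSO; values of inactives mirror those of a sister screen read the other way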
# PKA-R2B activ – activates the human PKA-R2B holoenzyme complex | P22694+P31323 | PKA-R2B holoenzyme dissociation, Cy5-IP20 fluorescence polarization; R2B truncated from residue 108, S112A mutant; 0% DMSO only, 100% 113 µM cGMP | activation, % at 11.4 µM | 340,000 compounds, 0.079% hits | AID 504700;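 active means activation above a cutoff set at the mean over all compounds plus 3 SD, cut at about 18% in these data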;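 further: higher means more holoenzyme dissociation and a rise in polarization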
# PKA-R1A activ – PKA-R1A complex activation; P00514+P68181; PKA-R1A dissociation, Cy5-IP20 fluorescence polarization; scaled: DMSO 0%, 113 µM cGMP 100%; activation, % at 11.4 µM; 340,000 compounds, 0.083% hits; AID 504707;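 active means percent activation above the mean of all tested compounds plus 3 SD, cut at about 19% in these data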;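 further: higher means more PKAc released from R1A so a rise in polarization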
# Tat export inh – blocks Tat-dependent protein export in E. coli | E. coli MC4100 TorA-mCherry Tat export, fluorescence | inhibition, % at 10 µM | 340,000 compounds, 0.036% hits | AID 488895;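 active means mean replicate inhibition at least 50% and at least half of replicates individually reaching 50%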;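 further: exported cargo escapes ClpAP degradation while cytoplasmic cargo is degraded and loses fluorescence; 0% = median of neutral control wells and 100% = median of NaSCN control wells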
# Numbers without * were called inactive; i = inactive; . = not tested or not shown.
nr	structure	Ecoli viability	HTR5A inv ag	AddAB inh	Mot1-301 SUMO	OPRM1-OPRD1 ag	PfHsp90 set2
1	Cn1c(C(=O)OC(C(=O)NCc2ccco2)c2ccncc2)cc2sccc21 (centres undefined)	-1.7	-9	2.6	i	-0.6	3
2	Cc1ccc(C2=NS(=O)(=O)N(C)C(C(=O)NCc3ccccn3)=C2)cc1	0.8	-5	1.5	-10	-1.2	18
3	O=C(c1ccccc1F)N1CCN(c2ccc([N+](=O)[O-])c3cccnc23)CC1	-0.8	11	-3.6	-19	2.6	.
4	O=C(NCc1cccnc1)/C(=C/c1ccc(-c2cccc(C(F)(F)F)c2)o1)NC(=O)c1ccccc1	-0.8	7	-1.0	.	3.5	.
5	COc1cccc(CN2C(=O)C(C)N(C(=O)c3ccccc3)c3ccccc32)c1 (centres undefined)	-1.4	1	-1.7	-4	-1.6	-19
6	COc1ccc(S(=O)(=O)N2CCCCCC2)cc1NC(=O)CN1C(=O)CNC1=O	-3.7	2	-0.2	-7	-1.9	-1
7	CCOC(=O)CNC(=O)CN1CCC(c2nc3ccccc3[nH]2)CC1	2.7	-14	4.0	-18	-1.9	-6
8	O=C(COC(=O)c1n[nH]c(=O)c2ccccc12)Nc1ccccc1	.	2	.	.	-1.3	4
9	CN(C)CCN1C(=O)c2cccc3cc([N+](=O)[O-])cc(c23)C1=O	.	-16	.	.	5.1	-20
10	COc1ccc(C2CC(c3ccccc3)=NN2C(=O)COC(=O)c2nc3nccc(C)n3n2)cc1 (centres undefined)	1.7	-5	-1.7	11	-0.6	-12

nr	phage Ecoli inh	MOR-DOR inv ag	PKA-R2B activ	PKA-R1A activ	Tat export inh
1	0.6	3	-8	2	0
2	3.2	7	-4	4	2
3	1.7	-13	-14	-12	3
4	-0.1	-17	-4	9	17
5	0.7	8	-2	2	-1
6	2.6	10	-2	0	-5
7	2.4	10	-9	-11	-5
8	4.8	9	2	-10	0
9	2.5	-22	-5	1	-7
10	3.6	3	-2	-10	-1

# Next results.
nr	structure	Ecoli viability	HTR5A inv ag	AddAB inh	Mot1-301 SUMO	OPRM1-OPRD1 ag	PfHsp90 set2
11	Cc1ccc(C(=O)NCCc2sc(C)nc2C)cc1	-0.9	-6	0.2	-13	-2.4	-3
12	CCOc1nnc(C)c2c(C)n(-c3cccc(Cl)c3)nc12	2.5	5	1.7	-8	-3.1	-3
13	CC(=O)Nc1ccc(C(=O)N/N=C/c2cccnc2)cc1	2.5	-19	0.7	-5	0.1	2
14	CC(C)n1nnnc1SCC(=O)Nc1ccccc1N1CCOCC1	-1.7	-8	0.2	6	-3.5	13
15	Cn1c(SCC(=O)c2ccc3c(c2)OCO3)nnc1-c1ccccn1	1.0	6	-1.1	115	-3.4	0
16	CCSc1nc(-c2cccnc2)ccc1C#N	0.7	3	2.3	90	-1.2	17
17	CCOC(=O)c1ccc(CNC(=O)C2CCC(=O)N(Cc3cccc(OC)c3)C2)o1 (centres undefined)	1.0	3	0.4	-14	-3.5	-8
18	CCOC(=O)COn1c(=O)c(-c2ccc(OCC)cc2)[n+]([O-])c2ccccc21	2.2	3	0.2	-8	-0.7	5
19	COc1ccc(-c2ccc3oc(-c4ccc(OC)cc4)c(C#CC4(O)CCCCC4)c3c2)cc1	-0.2	-23	4.3	-8	4.5	9
20	CCCCc1c(O)cc(C)[nH]c1=O	2.2	12	0.7	2	-0.9	9

nr	phage Ecoli inh	MOR-DOR inv ag	PKA-R2B activ	PKA-R1A activ	Tat export inh
11	2.1	13	4	10	0
12	1.2	18	9	-7	-3
13	3.5	-1	-14	-7	-5
14	-1.4	18	0	-1	1
15	2.5	19	3	-4	-13
16	2.6	6	5	7	1
17	2.3	19	2	1	18
18	3.2	3	3	5	2
19	2.5	-21	3	6	1
20	-0.6	5	0	-16	-10

# Given in transposed form: 7 of the compounds above.
11	Cc1ccc(C(=O)NCCc2sc(C)nc2C)cc1
12	CCOc1nnc(C)c2c(C)n(-c3cccc(Cl)c3)nc12
13	CC(=O)Nc1ccc(C(=O)N/N=C/c2cccnc2)cc1
14	CC(C)n1nnnc1SCC(=O)Nc1ccccc1N1CCOCC1
15	Cn1c(SCC(=O)c2ccc3c(c2)OCO3)nnc1-c1ccccn1
16	CCSc1nc(-c2cccnc2)ccc1C#N
17	CCOC(=O)c1ccc(CNC(=O)C2CCC(=O)N(Cc3cccc(OC)c3)C2)o1 (centres undefined)
assay / compound,11,12,13,14,15,16,17
Ecoli viability,-0.9,2.5,2.5,-1.7,1.0,0.7,1.0
HTR5A inv ag,-6,5,-19,-8,6,3,3
AddAB inh,0.2,1.7,0.7,0.2,-1.1,2.3,0.4
Mot1-301 SUMO,-13,-8,-5,6,115,90,-14
OPRM1-OPRD1 ag,-2.4,-3.1,0.1,-3.5,-3.4,-1.2,-3.5
PfHsp90 set2,-3,-3,2,13,0,17,-8
phage Ecoli inh,2.1,1.2,3.5,-1.4,2.5,2.6,2.3
MOR-DOR inv ag,13,18,-1,18,19,6,19
PKA-R2B activ,4,9,-14,0,3,5,2
PKA-R1A activ,10,-7,-7,-1,-4,7,1
Tat export inh,0,-3,-5,1,-13,1,18

# (next part)
nr	structure	Ecoli viability	HTR5A inv ag	AddAB inh	Mot1-301 SUMO	OPRM1-OPRD1 ag	PfHsp90 set2
21	CCOC(=O)c1oc2ccc(S(=O)(=O)n3nc(-c4cc(OC)c(OC)c(OC)c4)cc3N)cc2c1C	-0.7	-28	0.9	-2	-2.2	10
22	CC(C)(C)c1ccc(S(=O)(=O)N2CCCCC2C(=O)NCc2ccccn2)cc1 (centres undefined)	-4.9	6	6.2	-8	-2.3	1
23	Cc1ccc2c(c1)NC(=O)C(CC(=O)NCCN(C)C)O2 (centres undefined)	0.2	7	2.2	-7	-2.5	0
24	COC(=O)C1CSC(C(=O)OC)N1C(=O)Nc1ccc(Cl)c(Cl)c1 (centres undefined)	-1.1	17	3.2	16	-0.6	.
25	CC(C)(C)c1ccc(-c2ncccc2O)cc1	2.3	-3	2.0	7	-1.2	.
26	O=C(COC(=O)c1ccc([N+](=O)[O-])cc1)NC1CCCC1	0.0	-1	-1.4	13	-0.4	6
27	O=C(CN(C(=O)c1nsc(Cl)c1Cl)c1cccc(F)c1)NC1CCCC1	-0.1	-10	3.1	-29	-1.9	2
28	Nc1cc(C(F)(F)F)ccc1C(=O)O	0.1	12	4.7	7	-0.8	18
29	COc1cc(/C=N\NC(=O)CN2CCOCC2)ccc1OCC(=O)Nc1ccc(C)c(C)c1	-0.7	0	-4.3	-13	-1.2	-7
30	Cc1noc(C)c1S(=O)(=O)Nc1ccc2c(c1)C(=O)N([C@H](C)CO)C[C@H](C)[C@@H](CN(C)C(=O)NC1CCCCC1)O2	-2.4	-48	3.6	-3	0.2	4

nr	phage Ecoli inh	MOR-DOR inv ag	PKA-R2B activ	PKA-R1A activ	Tat export inh
21	2.7	12	3	-4	-13
22	1.7	12	-5	4	3
23	2.9	13	-6	-5	-1
24	-0.5	3	5	-6	-5
25	4.8	6	6	-3	0
26	0.2	2	-2	-2	-4
27	-0.6	12	-1	-9	6
28	2.6	4	-13	6	-5
29	3.7	7	2	0	-6
30	1.9	-1	-3	6	-5

# (further entries)
nr	structure	Ecoli viability	HTR5A inv ag	AddAB inh	Mot1-301 SUMO	OPRM1-OPRD1 ag	PfHsp90 set2
31	COc1ccc(/C=N/Nc2nc(-c3ccc(Cl)cc3)cc(C(F)(F)F)n2)c(OC)c1	0.5	-27	6.3	-1	-0.8	25
32	Cc1ccc(NS(=O)(=O)c2csc(C(N)=O)c2)c(C)c1	0.5	6	1.3	8	-1.4	-18
33	Cc1sc(NC(=O)c2ccco2)c(CN2CCC(C)CC2)c1C	2.3	0	4.4	1	-3.0	-10
34	COc1ccc(/C=N/NC(=O)CN(c2ccc(OC)cc2)S(=O)(=O)c2ccccc2)cc1	-0.9	1	-1.5	211	1.7	5
35	CCOC(=O)N1CCN(Cc2ccc3c(c2)OCO3)CC1	-0.3	16	5.3	27	-0.7	2
36	O=C(NCCCN=C1NS(=O)(=O)c2ccccc21)c1ccc(S(=O)(=O)N2CCOCC2)cc1	0.8	-8	0.5	-4	-1.4	12
37	CC(C)c1nc2ccc(C(=O)O)cc2[nH]1	1.4	16	0.4	8	-0.1	-16
38	CC(C)NC(=O)C1CCN(C(=O)c2ccc(-c3ccccc3)cc2)CC1	1.2	2	2.4	9	-0.7	55
39	Cc1cc(C)c(NC(=O)CCN2C(=O)c3ccccc3S2(=O)=O)c(C)c1	-1.6	0	2.7	-4	-0.4	.
40	CCOc1ccc(NC(=O)CCC(=O)NNC(=O)c2ccc(Br)o2)cc1	-1.4	-9	1.8	-33	-1.8	6

nr	phage Ecoli inh	MOR-DOR inv ag	PKA-R2B activ	PKA-R1A activ	Tat export inh
31	1.7	4	-5	-1	-2
32	0.9	7	-2	-5	4
33	6.8	18	-7	2	7
34	4.1	-12	-11	-1	-1
35	2.4	3	0	-3	-4
36	.	7	-4	-8	-11
37	1.4	0	2	3	-6
38	4.9	4	3	11	-8
39	-0.4	2	0	1	-6
40	1.2	11	5	3	1

# Additional compounds.
nr	structure	Ecoli viability	HTR5A inv ag	AddAB inh	Mot1-301 SUMO	OPRM1-OPRD1 ag	PfHsp90 set2
41	Cc1ccc(S(=O)(=O)N2CCN(C(=O)c3c(C)nn(-c4ccccc4)c3Cl)CC2)cc1	-0.6	-26	-0.3	.	-1.5	-6
42	O=C(Nc1ccccc1N1CCCC1)C1CCN(C(=O)c2ccc(Cl)cc2)CC1	-1.6	-15	0.3	164	-0.2	.
43	C=CCn1c(Cc2ccc(OCC)cc2)nnc1SCC(N)=O	3.6	-2	3.0	-6	0.6	.
44	Cc1cccc(OCc2nnc(SCC(=O)NC3CCCCC3)n2C)c1	-0.8	-10	2.5	-3	0.1	31
45	Cc1nn(-c2ccccc2)c(C)c1NC(=O)COC(=O)CCCOc1ccccc1	-1.6	-2	5.2	-2	-0.8	14
46	CCCOC(=O)c1ccc(NC(=O)Oc2ccccc2)cc1	-0.7	-1	-0.5	10	0.1	-3
47	CN(C)c1ccc(C=C2C(=O)OC(C)(C)OC2=O)cc1	0.2	2	4.0	-3	-1.2	6
48	COc1ccc(C(=O)/C=C/C(=O)N(CC(=O)NC2CCCCC2)Cc2ccccc2)c(O)c1	.	-13	.	.	1.8	27
49	CCCc1nc2ccccc2c2nc(N)nn12	-0.2	-8	-1.1	8	-0.5	-2
50	COc1cc(Nc2cc(C)nc3nc(C)nn23)cc(OC)c1OC	2.7	17	3.6	-9	-2.1	44
51	CC(C(=O)O)n1c(C(F)(F)F)nc2ccccc21 (centres undefined)	-4.6	-9	-2.5	-25	-2.8	-49

nr	phage Ecoli inh	MOR-DOR inv ag	PKA-R2B activ	PKA-R1A activ	Tat export inh
41	0.3	8	-3	-3	-7
42	5.3	1	3	-2	-2
43	3.0	-3	-7	7	-4
44	0.6	0	7	6	-1
45	5.8	5	0	2	-1
46	-0.5	-1	1	-3	-5
47	4.1	7	-3	-5	-2
48	3.5	-10	-13	-1	-5
49	1.4	3	1	-5	-12
50	2.1	10	-3	-2	-6
51	0.6	15	-6	-5	2
